Bioassay records from PubChem BioAssay.
COUP-TFII inh = blocks human COUP-TFII nuclear receptor; inhibition, % at 8.6 µM; P24468; AID 686940; HEK293T NGFI-A luciferase reporter, luminescence; 370,000 compounds, 0.7% hits;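 active = inhibition above a per-plate cutoff, mean inhibition of test wells between control levels plus 3 SD, cut at about 38% in these data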;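 note: cells cotransfected with COUP-TFII expression vector driving the NGFI-A reporter; 0% = median of COUP-TF2 test wells and 100% = reporter-only cells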
NCOA2 inhibitor = human SRC2 (NCOA2) inhibition | inhibition, % at 9 µM | HEK293 GAL4-SRC2 luciferase reporter, luminescence | Q15596 | 370,000 compounds, 0.17% hits;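 active = inhibition above the mean inhibition of all tested compounds plus 3 SD, set per campaign, cut at about 52% in these data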;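 note: 0% = DMSO treated cells and 100% = cells given Gossypol at 36 µM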
EBV LMP1 NFkB = inhibitors of Epstein-Barr LMP1-induced NF-kappaB reporter. LMP1-induced NF-kappaB luciferase reporter cells, luminescence. inhibition, % at 12.5 µM. 350,000 compounds, 0.69% hits. AID 504558; in the data active = inhibition above about 41%;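 note: 0% = neutral control wells and 100% = reference inhibitor control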
C8 TRAIL sens = sensitizes caspase-8 expressing cells to TRAIL. NB7+C8 cells + TRAIL, ATPlite viability luminescence. inhibition (viability loss, TRAIL sensitization), % at 10 µM. 360,000 compounds, 1% hits. AID 624354;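 active = compounds causing at least 50% loss of cell viability in the single-dose screen, relative to plate controls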
NR5A2 inv ag = NR5A2 inverse agonism in reporter assay; inhibition, % at 3.6 µM; O00482; 360,000 compounds, 0.13% hits; HEK293T StAR-luciferase reporter, LRH-1 transfected, 24 h;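 active = inhibition above the mean inhibition of all tested compounds plus 3 SD, cut at about 73% in these data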;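 note: 0% = DMSO wells and 100% = reporter-only cells lacking LRH-1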
NOD2 RIPK2 PPI = blocks binding of human NOD2 to RIPK2. CHO BLA complementation NOD2-RIPK2, CCF4 ratio. inhibition, % at 4.98 µM. 360,000 compounds, 0.38% hits; in the data active = inhibition above about 21%;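 note: 0% = vehicle only and 100% = reference blocker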
TROY NFkB inh = inhibitors of TROY-dependent NF-kB signaling | inhibition, % at 10 µM | 360,000 compounds, 0.98% hits | AID 1347056 | Q293 LMP1-TROYcd NF-kB luciferase reporter, 4 h;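 active = compounds whose plate-normalised and pattern-corrected inhibition of the luciferase reporter signal at the single screening dose is 50% or more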
TLR9-MyD88 inh = blocks human TLR9 binding to MyD88 | AID 504734 | CHO BLA complementation TLR9-MyD88, CCF4 FRET ratio | 340,000 compounds, 0.21% hits | Q9NR96+Q99836 | inhibition, % at 4.98 µM;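 active = inhibition above the mean over all tested compounds plus 3 SD, cut at about 21% in these data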;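 note: 0% = DMSO only wells and 100% = clavulanate BLA inhibitor control wells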
SRC1 inh = inhibits human SRC1 coactivator; Q15788; HEK293 GAL4-SRC1 luciferase reporter, luminescence; inhibition, % at 3.6 µM; 360,000 compounds, 0.12% hits;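 active = inhibition above the campaign mean plus 3 SD, with each screening campaign given its own cutoff, cut at about 60% in these data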;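 note: 0% = DMSO treated cells and 100% = gossypol at 36 µM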
Target sequence (Q15788 whole entry, looked up, the tested form may be a part): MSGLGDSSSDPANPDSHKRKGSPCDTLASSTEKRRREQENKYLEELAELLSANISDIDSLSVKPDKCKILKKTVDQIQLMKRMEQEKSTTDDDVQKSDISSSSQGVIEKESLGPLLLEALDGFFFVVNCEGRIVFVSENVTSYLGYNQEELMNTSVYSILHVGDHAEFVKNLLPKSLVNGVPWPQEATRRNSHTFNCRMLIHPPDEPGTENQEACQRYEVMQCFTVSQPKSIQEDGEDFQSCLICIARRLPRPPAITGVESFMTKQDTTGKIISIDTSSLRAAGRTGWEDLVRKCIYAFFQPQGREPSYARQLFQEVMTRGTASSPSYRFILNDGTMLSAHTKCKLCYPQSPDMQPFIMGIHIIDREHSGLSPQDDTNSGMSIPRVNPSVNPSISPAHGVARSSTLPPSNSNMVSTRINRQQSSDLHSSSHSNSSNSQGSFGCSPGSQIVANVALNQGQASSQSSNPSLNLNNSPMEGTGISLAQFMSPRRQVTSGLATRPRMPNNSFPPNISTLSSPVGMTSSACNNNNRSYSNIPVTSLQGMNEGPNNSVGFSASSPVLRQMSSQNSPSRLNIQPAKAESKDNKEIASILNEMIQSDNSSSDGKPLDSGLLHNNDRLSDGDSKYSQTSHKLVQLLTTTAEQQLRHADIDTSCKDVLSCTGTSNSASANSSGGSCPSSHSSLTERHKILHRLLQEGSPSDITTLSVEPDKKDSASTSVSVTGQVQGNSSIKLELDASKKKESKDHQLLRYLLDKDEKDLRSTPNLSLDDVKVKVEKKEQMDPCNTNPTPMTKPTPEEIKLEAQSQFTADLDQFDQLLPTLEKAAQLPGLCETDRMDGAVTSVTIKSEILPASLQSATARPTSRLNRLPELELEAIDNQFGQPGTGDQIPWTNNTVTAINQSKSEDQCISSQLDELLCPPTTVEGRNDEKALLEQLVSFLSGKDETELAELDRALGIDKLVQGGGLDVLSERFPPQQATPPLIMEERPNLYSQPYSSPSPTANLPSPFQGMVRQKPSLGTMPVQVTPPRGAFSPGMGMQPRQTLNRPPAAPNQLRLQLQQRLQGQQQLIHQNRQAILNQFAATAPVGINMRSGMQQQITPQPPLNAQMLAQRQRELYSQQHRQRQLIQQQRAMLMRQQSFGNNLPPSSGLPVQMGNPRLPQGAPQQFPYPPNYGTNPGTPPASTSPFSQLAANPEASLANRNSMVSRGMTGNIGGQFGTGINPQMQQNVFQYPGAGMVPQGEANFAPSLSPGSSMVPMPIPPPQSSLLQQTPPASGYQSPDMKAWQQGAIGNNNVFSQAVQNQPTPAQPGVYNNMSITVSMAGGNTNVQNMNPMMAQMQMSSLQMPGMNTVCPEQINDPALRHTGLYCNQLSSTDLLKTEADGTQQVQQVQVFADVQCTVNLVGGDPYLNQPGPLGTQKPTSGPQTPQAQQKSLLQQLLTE
SRC3 inh = inhibits human SRC3 coactivator | Q9Y6Q9 | HEK293 GAL4-SRC3 luciferase reporter, luminescence | 360,000 compounds, 0.17% hits | inhibition, % at 3.6 µM;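 active = inhibition above a per-campaign cutoff, the mean of all compounds plus 3 SD, cut at about 60% in these data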;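 note: 0% = DMSO-treated cells and 100% = gossypol-treated cells at 36 µM; higher means less SRC3-driven luciferase light from the GAL4 reporter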
TWEAK Fn14 block = inhibitors of TWEAK-Fn14 interaction signaling | TWEAK-stimulated Fn14 reporter cells, luciferase luminescence, 8 h | inhibition, % at 10 µM | 360,000 compounds, 2% hits; in the data active = inhibition above about 50%
* hit, by the source's call; . = no result given. Not all compounds are listed, so the mix of outcomes need not match the whole.

Each structure is followed by: EBV LMP1 NFkB | SRC1 inh | NR5A2 inv ag | C8 TRAIL sens | NCOA2 inhibitor | TWEAK Fn14 block | TLR9-MyD88 inh | NOD2 RIPK2 PPI | SRC3 inh | TROY NFkB inh | COUP-TFII inh
Cc1ccc(C(=O)Nc2ccc(S(=O)(=O)N3CCN(C)CC3)cc2)cc1
 : -4 | -28 | -2 | 9 | -6 | -2 | -7 | 0 | -11 | 12 | -4
CC(C)(C)NC(=O)COc1coc(CN2CCN(Cc3ccccc3)CC2)cc1=O
 : 0 | 8 | 2 | 1 | -11 | 0 | 8 | -1 | 19 | 6 | 24
CCOC(=O)C1(CCOc2ccccc2)CCN(Cc2ccc(NC(C)=O)cc2)CC1
 : 9 | 16 | 25 | -3 | -17 | -5 | 1 | -2 | 9 | 3 | 0
O=C(Nc1ccc(F)c(Cl)c1)c1cc(C2CCCN(C(=O)c3cccs3)C2)on1 (centres undefined)
 : . | -1 | -19 | 18 | -27 | -7 | . | -8 | -36 | 5 | 1
CCc1ccc(-c2cc(C(=O)NN3CCOCC3)c3ccccc3n2)s1
 : -11 | -52 | 7 | 43 | 2 | -9 | 2 | 3 | 0 | 6 | 17
COc1cccc(-c2cnc(C(O)c3cccc(OC)c3)[nH]2)c1 (centres undefined)
 : . | -15 | 1 | -4 | -32 | -20 | . | 5 | -5 | -9 | -28
COC(=O)C[C@H]1c2ccccc2S(=O)(=O)N1C(C)C
 : 2 | -8 | 11 | -17 | -15 | -1 | 10 | -2 | 0 | -6 | -13
O=C(NCc1ccccn1)Nc1cccc(Cl)c1
 : -41 | -88 | -115 | 2 | -47 | -21 | -6 | -85 | -88 | -55 | -26
COc1cc(C(C(=O)NC2CCCC2)N(Cc2ccco2)C(=O)c2snc(C(N)=O)c2N)cc(OC)c1OC (centres undefined)
 : -8 | -3 | 12 | -11 | 8 | 8 | 2 | 6 | 9 | -1 | 10
O=C(Nc1ccc(Cl)cn1)C1CCCN1S(=O)(=O)c1ccc(Cl)cc1 (centres undefined)
 : -8 | -3 | 16 | -20 | 8 | 10 | 0 | -1 | 14 | 2 | 6
COc1ccc(C2CC2/C(C)=N/OC(=O)c2ccc(F)cc2)cc1 (centres undefined)
 : 1 | -8 | -6 | 5 | -43 | -19 | 3 | 5 | -17 | -7 | -6
Cc1ncc([N+](=O)[O-])n1Cc1ccccc1F
 : 1 | -15 | 2 | 3 | 10 | -6 | 2 | 10 | 0 | -7 | 18
O=C(NCCc1ccc(O)cc1)c1ccc(Cl)cc1
 : 1 | -107 | -117 | 18 | -32 | -5 | -1 | 7 | -66 | -56 | -35
O=C1c2ccccc2NC(c2ccc(-c3ccccc3F)o2)N1O (centres undefined)
 : -18 | -52 | -39 | 11 | -36 | -32 | 17 | 15 | -67 | -65 | -29
CCOC(=O)C1=C(C)OC(N)=C(C#N)C1c1ccc(OC)c(C)c1OC (centres undefined)
 : 2 | -1 | 8 | 4 | -9 | 5 | 0 | -4 | -5 | 15 | 2
COc1ccc(NC(=O)CSc2nnc(-c3ccoc3C)n2CCc2ccccc2)cc1
 : -4 | -16 | -10 | 12 | 2 | 1 | 4 | 2 | 18 | -3 | -3
COc1ccc(NS(=O)(=O)c2ccc(Cl)c(NC(=O)c3cccnc3Cl)c2)cc1
 : 4 | -11 | 5 | 7 | 5 | -7 | 3 | -2 | -1 | -16 | 1
CCc1ccc(C(=O)Nc2cccc(-c3nn[nH]n3)c2)s1
 : -2 | -5 | -7 | 31 | -31 | 0 | 4 | -11 | 3 | -13 | 10
CCCCNC(=O)[C@H]1C[C@H]1[C@@H](O)[C@H](CO)NC(=O)[C@H](CC(C)C)NC(=O)OC(C)(C)C
 : 3 | -3 | 14 | -2 | . | 5 | -1 | -19 | 3 | -11 | .
COc1ccc(OC)c(-c2csc(NC(=O)CSc3nnnn3C)n2)c1
 : 1 | 1 | -8 | 4 | -6 | -30 | 1 | -6 | -15 | 4 | 10
O=C(Cn1cnc2ccccc21)Nc1cccc([N+](=O)[O-])c1
 : 1 | -8 | 15 | 5 | 7 | 8 | -2 | 3 | 12 | 3 | 6
COC(=O)CSCC(=O)Nc1nnc(-c2cccc(C)c2)s1
 : 0 | 1 | -11 | 3 | 18 | -4 | -3 | 3 | 14 | -19 | 4
Cc1ccc(N(Cc2ccco2)C(=O)c2ccc(N3CCCCC3)c([N+](=O)[O-])c2)cc1
 : -7 | -34 | 10 | 5 | 5 | -8 | -4 | 1 | 5 | 9 | 8
Cc1ccccc1OCC(=O)Nc1nc(C)c(C(=O)N(C)C)s1
 : -1 | 0 | 4 | 4 | -26 | -11 | 5 | -2 | 6 | -13 | -7
CCCc1ccc(Oc2coc3cc(OCC(=O)Nc4ccccc4C)ccc3c2=O)cc1
 : 7 | 5 | 6 | 20 | -12 | -31 | -4 | 1 | 18 | 22 | -2
COc1ccc2nc(N)sc2c1
 : -4 | -26 | -30 | -5 | -14 | 0 | -7 | -8 | -18 | -11 | -17
CCCS(=O)(=O)c1cnc(C2COc3ccccc3O2)nc1N (centres undefined)
 : 71* | 54 | 59 | 40 | 69* | 102* | -5 | -25 | 60 | 81* | 72*
Nc1ccccc1SC(CC(=O)c1ccccc1)c1ccc([N+](=O)[O-])cc1 (centres undefined)
 : -11 | -49 | 19 | 0 | -48 | 11 | -4 | 7 | -50 | -25 | -20
O=C(NCc1ccncc1)C(=O)N/N=C/c1ccc(OCc2ccccc2)cc1
 : 9 | -16 | 11 | -15 | -20 | -36 | 0 | -18 | -22 | -13 | 4
COc1ccc(C2=CC(=O)C[C@H](c3ccc4c(c3)OCO4)C2)cn1
 : -3 | -2 | -18 | 7 | -2 | -17 | -1 | -5 | -5 | -16 | -12
CCOc1ccccc1NC(=S)N(CCC(C)C)C1CCN(C(C)=O)CC1
 : -1 | 7 | -3 | 8 | -6 | -10 | 0 | -11 | 8 | 7 | -7
CC(C)(C)OC(=O)NCCCCCNC(=O)c1nc[nH]c1C(=O)NCCCCCNC(=O)OC(C)(C)C
 : 15 | 32 | 34 | 43 | 34 | 65* | 2 | -13 | 52 | 58* | 55*
O=C(O)c1cn(C2CCCCC2)c2ccccc2c1=O
 : 4 | 16 | 18 | -6 | -41 | 9 | 3 | 2 | 4 | 5 | -33
Brc1ccc(-c2nnc3sc(CN4CCN(c5ccccc5)CC4)cn23)cc1
 : -1 | -2 | -2 | 27 | . | -5 | -8 | 9 | 7 | 18 | .
Cc1cc(C)cc(C(=O)NCC(=O)OCC(=O)NC2CC2)c1
 : 0 | 3 | 3 | -15 | 0 | 7 | 10 | 0 | -2 | 5 | 4
Cc1ccc(-c2cc(C(=O)Nc3cccc(S(=O)(=O)N(C)C)c3)c3ccccc3n2)o1
 : 2 | -35 | -21 | -18 | 15 | 23 | -11 | -5 | -16 | 7 | 1
S=C(NCc1ccccc1)NCc1ccccc1Cl
 : 3 | -6 | 17 | 2 | -38 | 1 | 5 | 0 | 12 | -34 | -18
Nc1nc(N2CCOCC2)n[nH]1
 : -7 | -2 | 1 | 1 | -17 | -4 | 6 | 7 | 10 | 10 | -20
CCC1COCCS(=O)(=O)N1Cc1cccc(Cl)c1 (centres undefined)
 : -15 | -27 | -4 | 14 | -5 | 2 | -3 | 2 | -7 | 2 | 5
COc1cc2cc(CN(CCCN3CCOCC3)C(=O)Nc3ccccc3F)c(=O)[nH]c2cc1OC
 : 1 | 1 | 15 | -3 | -24 | -14 | -3 | 2 | 17 | 1 | -1
COc1ccc(C(CNC(=O)c2ccc(-n3cnnn3)cc2)N2CCOCC2)cc1 (centres undefined)
 : 1 | -12 | 14 | 4 | -14 | 3 | -10 | -4 | -7 | -13 | -1
Cc1cc(Cl)ccc1OC(C)C(=O)NN1C(=O)c2ccccc2C1=O (centres undefined)
 : -6 | -1 | -24 | -11 | 8 | 0 | -4 | 3 | -14 | -19 | 2
COc1ccccc1NC(=O)Cc1noc(CSc2nnc(C(F)(F)F)n2C)n1
 : 1 | 1 | 13 | -7 | -3 | 2 | 1 | 4 | -1 | -2 | 3
CCC(C)(C)NC(=O)COc1ccc(C(=O)c2ccccc2)cc1
 : -3 | -4 | 4 | -2 | 11 | 6 | 11 | -5 | 18 | 19 | -7
CCOC(=O)C1=C(C)N=C2c3ccccc3C(=O)C2C1c1ccccc1 (centres undefined)
 : 7 | 5 | -11 | -5 | 8 | 25 | -2 | 1 | -8 | 3 | 8
CCOC(=O)COc1ccccc1/C=N/Nc1nnc2c3ccccc3n(C)c2n1
 : . | 18 | 9 | 6 | -6 | 2 | . | -13 | 9 | -18 | -9
Cc1ccc([N+](=O)[O-])cc1NC(=O)Cc1cccs1
 : 5 | -2 | -2 | -3 | 16 | 26 | -1 | -8 | -16 | 10 | -2
CC(C)Oc1cc(F)ccc1-c1cc(C(=O)Nc2ccc(F)cc2)[nH]n1
 : . | -13 | -10 | 14 | -4 | 0 | . | -5 | -65 | -9 | -8
COc1ccc(-n2c(SCC(N)=O)nnc2-c2ccco2)cc1
 : 2 | -26 | -3 | -23 | -59 | 7 | 3 | -10 | -7 | 3 | -25
CCNS(=O)(=O)c1ccc(CCC(=O)NCc2ccccn2)cc1
 : 3 | -3 | -19 | 9 | 2 | -2 | -13 | 11 | 7 | 14 | 22
O=C(COC(=O)C1CC1)Nc1ccc2[nH]c(=O)[nH]c2c1
 : 3 | 11 | 12 | -19 | 5 | -2 | 8 | -9 | -7 | 9 | 3
O=C(O)C(Cc1cc2ccccc2[nH]1)N1C(=O)C2CC=C(Cl)CC2C1=O (centres undefined)
 : -7 | -12 | 6 | 5 | -13 | -30 | -2 | -7 | 10 | -10 | 8
C#CCn1cnc2c(cnn2-c2ccc(C)c(C)c2)c1=O
 : -31 | -35 | -53 | -5 | -22 | -9 | -4 | 4 | -47 | -76 | -21
CCOC(=O)C1CCCN(C(=O)c2ccc3c(c2)NC(=O)C(N2CCOCC2)S3)C1 (centres undefined)
 : 4 | 5 | -2 | 1 | 1 | 11 | 6 | 1 | 1 | 7 | 18
O=C1[C@H](Oc2ccccc2)[C@@H](c2ccncc2)N1c1ccncc1
 : -2 | -4 | -7 | -12 | -38 | 0 | 8 | -4 | -9 | -12 | -3
CNc1oc(-c2ccc(OCc3ccccc3)cc2)nc1C#N
 : -36 | -43 | -21 | -1 | -24 | -55 | 8 | -2 | -32 | -36 | -14
Cc1cccc2cc(C#N)c(SCC(=O)NNC(=O)Cc3ccccc3)nc12
 : -6 | 16 | 0 | 2 | 3 | -23 | -5 | -3 | 7 | -11 | 8
CCN(CC)NC(=O)Nc1ccccc1
 : -19 | -10 | -8 | 12 | 7 | -2 | . | -8 | 6 | -12 | 4
O=C(O)c1cccc(NS(=O)(=O)c2ccc(C3CCCCC3)cc2)c1
 : -8 | 7 | 2 | -5 | . | 5 | -5 | -2 | 9 | -9 | .
